Screening results (PubChem)
SRC1 TRFRET art = counter-screen for PPARgamma SRC-1 recruitment agonists: TR-FRET artefact; TR-FRET detection artefact counter-screen, emission ratio; hits give high values; AID 1051; TR-FRET ratio at 8 µM; 99,000 tested, 0.34% active; in the data active = TR-FRET ratio above about 2300; note: inactives centre near 1800; reference of the scale not given here
SRC3 TRFRET art = counter-screen for PPARgamma SRC-3 recruitment agonists: TR-FRET artefact; PPARgamma/SRC-3 format; hits give high values; 99,000 tested, 0.39% active; TR-FRET ratio at 8 µM; in the data active = TR-FRET ratio above about 2000; note: inactives centre near 1600; reference of the scale not given here
An asterisk follows results filed as active. An excerpt, so the mix of outcomes need not match the whole.

Start of the listing, in advance:
The line under a structure holds: SRC1 TRFRET art | SRC3 TRFRET art
> COc1cccc(Cn2nc(C(=O)O)c3ccccc3c2=O)c1
    1788 | 1563
> O=C(Cn1cc(C(=O)c2ccco2)c2ccccc21)NC1CC1
    2219 | 1634
> CCC(=O)N1N=C(c2cccc(NS(C)(=O)=O)c2)CC1c1cccs1 (stereo not drawn)
    1615 | 1586
> CCn1c(SCc2cccc(F)c2)nc2c(c1=O)SCC2
    1814 | 1590

This part in full (from the top)
The line under a structure holds: SRC1 TRFRET art | SRC3 TRFRET art
> COc1cccc(Cn2nc(C(=O)O)c3ccccc3c2=O)c1
    1788 | 1563
> O=C(Cn1cc(C(=O)c2ccco2)c2ccccc21)NC1CC1
    2219 | 1634
> CCC(=O)N1N=C(c2cccc(NS(C)(=O)=O)c2)CC1c1cccs1 (stereo not drawn)
    1615 | 1586
> CCn1c(SCc2cccc(F)c2)nc2c(c1=O)SCC2
    1814 | 1590
> CCSC1=NCCN1C(=O)c1ccc(S(=O)(=O)N(CC)CC)cc1
    1804 | 1533
> COCCNC(=O)C(C(=O)c1ccc(F)cc1)n1cc(C)ccc1=O (stereo not drawn)
    1594 | 1606
> Cc1ccc(C2NCCS2)cc1 (stereo not drawn)
    1736 | 1398
> COc1cccc(C(=O)Nc2cccc3c2ccc2cccn23)c1
    1512 | 1354
> O=C1c2ccccc2NC2(CCCC2)N1NS(=O)(=O)c1ccccc1
    1576 | 1584
> CCOC(=O)N1CCN(C(=O)CCCCCn2c(=S)[nH]c3ccsc3c2=O)CC1
    1968 | 1673
> CCOC(=O)CC1C(=O)NCCN1C(=S)Nc1ccccc1 (stereo not drawn)
    1703 | 1616
> O=C(CNC(c1ccccc1)c1ccccc1)Nc1ccccc1-c1ccccc1
    1808 | 1417
> C=CCn1sc(=N)c(C#N)c1N
    2074 | 1624
> N=C1C(c2nc3ccccc3s2)=C(O)CN1c1ccccc1
    1807 | 1580
> Cn1cc(CNCc2ccccc2OCC(O)CN2CCc3ccccc3C2)cn1 (stereo not drawn)
    1721 | 1610
> COC(=O)Nc1nn(-c2ccc(OC)cc2)c(=O)c(C#N)c1C
    1767 | 1532
> COc1ccc([N+](=O)[O-])cc1NC(=O)Cc1ccccc1Cl
    1739 | 1683
> Cn1c(COc2ccc(Br)cc2)nnc1SC1CCc2ccccc2C1=O (stereo not drawn)
    1661 | 1381
> Cc1nn(C)cc1CNC(=O)c1cccc(F)c1
    1642 | 1471
> CCOC(=O)C1=C(C)NC(=O)NC1c1ccc(F)cc1 (stereo not drawn)
    1819 | 1612
> Cc1c[n+]([O-])n(-c2ccc(C(=O)O)cc2)n1
    1801 | 1697
> COC(=O)c1nc(-c2ccccc2)oc1N1CCOCC1
    1818 | 1540
> NNC(=O)c1sccc1OCc1ccc(Cl)cc1Cl
    2014 | 1574
> CC(C)OC(=O)C(C(=O)C(F)(F)F)c1cc(NS(=O)(=O)c2ccc3ccccc3c2)c2ccccc2c1O (stereo not drawn)
    1511 | 1531
> CCOc1ccc2nc(NC(=O)c3ccc(OCC4CCCO4)cc3)sc2c1 (stereo not drawn)
    2028 | 1817
> CN(C)C(=O)CSc1cnc2ccccc2n1
    1797 | 1633
> CCN(C(=O)c1ccc(C)c(Br)c1)c1ccccc1
    1779 | 1557
> Cc1ccc(C(NC(=O)N2CCCC2)C(Cl)(Cl)Cl)cc1F (stereo not drawn)
    1697 | 1646
> O=C1c2ccccc2NC2(CCCCC2)N1N=C1CCCCC1
    1635 | 1517
> CC1CCN(C(=O)Cn2c(=O)oc3ccccc32)CC1
    1936 | 1633

Later entries:
The line under a structure holds: SRC1 TRFRET art | SRC3 TRFRET art
> CCNC(=O)CSc1nc2cc([N+](=O)[O-])ccc2n1-c1cccc(C(F)(F)F)c1
    1846 | 1753
> N#C/C(=C\c1cccn1-c1ccccc1)C(=O)NC1CCCCC1
    1862 | 1743
> O=C(c1noc2c1CCCC2)N1CCc2c([nH]c3ccccc23)C1c1ccccn1 (stereo not drawn)
    1856 | 1243
> Nc1nc(SCc2ccc(Br)cc2)[nH]c(=O)c1-c1ccccc1
    1649 | 1329
> CCc1ccc(Nc2nnc(SCC(=O)NCCN3C(=O)CSC3=O)s2)cc1
    1791 | 1465
> Cc1cc(=O)[nH]c(N/N=C/c2ccc(C)o2)n1
    1933 | 1782
> Cc1c(NC(=O)CN2CCCC(C)C2)ccc2nsnc12 (stereo not drawn)
    2015 | 1559
> COc1ccc(-c2nc(N)n(S(=O)(=O)c3ccc(C)cc3)n2)cc1
    1875 | 1727
> O=C(Nc1ccccc1)c1cc2ccccc2[nH]1
    1765 | 1644
> COc1ccc(/C=C2\C(=O)ON=C2c2cccc([N+](=O)[O-])c2)cc1
    1771 | 1487
> COc1ccc(CCC(=O)Nc2ccc(Br)cn2)cc1
    1743 | 1421
> Cc1ccc(NC(=O)CSC2=C(C#N)C(c3ccco3)C3=C(CCCC3=O)N2)cc1 (stereo not drawn)
    1806 | 1456
> NS(=O)(=O)c1ccc(NC(=O)COC(=O)/C=C/c2ccc([N+](=O)[O-])cc2)cc1
    1725 | 1671
> CC(O)CNCCCOc1cccc(Oc2ccccc2)c1 (stereo not drawn)
    1854 | 1484
> O=C(CNC(=O)c1ccccc1Br)N/N=C/c1ccc(O)cc1
    1725 | 1479
> C=CCn1c(COc2cccc(C)c2)nnc1SCn1nnc2ccccc2c1=O
    1531 | 1502
> CC(C)c1nnc(SCC(=O)N2CCN(C(=O)c3ccco3)CC2)n1N
    1975 | 1443
> Cc1ccc2cc(C#N)c(NCCNC(=S)NCCCN3CCOCC3)nc2c1
    1735 | 1931
> O=C(OCC(=O)N1CCN(C(=O)c2ccco2)CC1)c1ccccc1
    1955 | 1577
> COc1ccc(Cl)cc1NC(=O)C(C)NC(c1ccccc1)c1ccccc1 (stereo not drawn)
    1751 | 1569
> CCc1ccc(-c2csc(NC(=O)C3CC(=O)N(c4ccc5c(c4)OCCO5)C3)n2)cc1 (stereo not drawn)
    1580 | 1579
> CCOc1ccccc1/C=C(/NC(=O)c1ccccc1)C(=O)NCC(=O)O
    1813 | 1584
> Cc1ccc(/C=C/C(=O)O)cc1S(=O)(=O)Nc1ccccc1C(=O)O
    1831 | 1739
> C#CCNC(=O)C1=C[C@H](c2coc3ccccc3c2=O)C[C@H](OCCCCO)O1
    1841 | 1549
> O=C(Nc1nnc(-c2ccc(F)cc2)s1)C1CCN(S(=O)(=O)c2ccc(Cl)cc2)CC1
    1745 | 1661
> C#CCOCCOCCOCCNc1nc(N2CCN(C(=O)[C@H](CCCCN)n3cc([C@@H](N)C(C)CC)nn3)CC2)nc(N2CCN(C(=O)[C@H](CCCCN)n3cc([C@@H](N)CO)nn3)CC2)n1 (stereo partly drawn)
    1637 | 1328
> O=C(O)c1nc(-c2ccccc2)n(-c2cccc(C(F)(F)F)c2)n1
    1660 | 1351
> Cc1c(C=O)c2ccccn2c1C(=O)c1cccc([N+](=O)[O-])c1
    2035 | 1731
> Cc1ccccc1OCC(=O)NC(Cc1c[nH]c2ccccc12)C(=O)O (stereo not drawn)
    1708 | 1464
> Cc1cc(C)c(S(=O)(=O)n2c([N+](=O)[O-])cnc2C)c(C)c1
    1629 | 1577

Next entries follow.
The line under a structure holds: SRC1 TRFRET art | SRC3 TRFRET art
> O=C(c1ccc(S(=O)(=O)NCC2CCCO2)cc1)N1CCN(c2ccccc2F)CC1 (stereo not drawn)
    2050 | 1828
> O=C(O)c1cnn(-c2ccccc2)c1C(F)(F)F
    1735 | 1456
> O=C(CN1CCN(c2ccc(F)cc2)CC1)Nc1ccccc1[N+](=O)[O-]
    2030 | 1535
> O=C(NN1CCCCC1)c1ccc(COc2ccc(Cl)cc2)cc1
    1916 | 1337
> O=C(/C=C/c1ccc(Cl)cc1Cl)Nc1cccc(S(=O)(=O)NC2=NCCCCC2)c1
    1816 | 1695
> N#Cc1cn(OCc2ccccc2)c(=O)[nH]c1=O
    1706 | 1521
> O=C(NCCN1C(=O)S/C(=C\c2ccccc2F)C1=O)C1CCN(S(=O)(=O)c2cccs2)CC1
    1746 | 1586
> COc1ccc(C2c3c(oc4ccc(Cl)cc4c3=O)C(=O)N2Cc2ccco2)cc1OC (stereo not drawn)
    1572 | 1616
> CC(=O)NCC(=O)N1CCCC(C(=O)c2ccc3c4c(cccc24)CC3)C1 (stereo not drawn)
    1767 | 1533
> Cc1ccc(S(=O)(=O)NCCC(=O)Nc2ccc(Cl)c(Cl)c2)cc1C
    1578 | 1544
> COc1cccc(C2[C@H](C)C3(CCN2C)OCCO3)c1 (stereo partly drawn)
    1869 | 1463
> O=C(NCc1ccc2c(c1)OCO2)c1cc([N+](=O)[O-])ccc1N1CCCCC1
    1785 | 1645
> CCn1c(C)nc2cc(C(=O)N/N=C(\C)c3ccc(OC)cc3O)ccc21
    1865 | 1685
> O=C(O)Cc1csc(-c2ccc(F)cc2)n1
    1848 | 1506
> COc1ccc(Cc2[nH]n3c(=O)cc(C(C)C)nc3c2-c2ccccc2)cc1
    1954 | 1616
> Cc1ccc2c(c1)N(CC(=O)NCc1cccs1)C(=O)CO2
    1824 | 1600
> CCOC(=O)c1ccc(N=Cc2nc3ccccc3n2C)cc1
    1942 | 1707
> O=C(CSc1ccccc1F)NC1CCS(=O)(=O)C1 (stereo not drawn)
    1733 | 1556
> Cn1c(N)c(C(=O)COC(=O)c2ccc(Cl)c(S(=O)(=O)N3CCCCC3)c2)c(=O)n(C)c1=O
    1819 | 1752
> CC1CN(CCCOc2ccccc2-c2ccccc2)CC(C)O1 (stereo not drawn)
    1672 | 1458
> COc1ccc(C(=O)COC(=O)/C=C/c2ccc(S(=O)(=O)Nc3cccc(S(N)(=O)=O)c3)cc2)cc1
    1608 | 1375
> CCCCCN1C(C)=CC(=C(C#N)C#N)C=C1C
    1618 | 1408
> O=C1c2ccccc2C(=O)N1CC1=NCCc2ccccc21
    1574 | 1486
> Cc1occc1C(=O)N1CCCC(CCC(=O)NCc2ccc(F)c(F)c2)C1 (stereo not drawn)
    1671 | 1590
> Cc1ccccc1C(=O)Nn1cnc2ccccc2c1=O
    1931 | 1367
> CCN(CC)CCCN(C(=O)c1ccco1)c1nc(-c2ccc(C)cc2)cs1
    1782 | 1540
> CCN(CC)S(=O)(=O)c1ccc(/C=C/C(=O)Nc2ccc(F)c(F)c2F)cc1
    1957 | 1769
> CCc1ccc(N2C(=O)CC(c3ccc(F)cc3)C3=C2COC3=O)cc1 (stereo not drawn)
    2059 | 1532
> Cc1ccc2c(c1)sc(=NC(=O)c1cccs1)n2C
    2965* | 3246*
> O=C1CC(c2ccccc2)=NN1c1ccc([N+](=O)[O-])cc1
    2054 | 1726

Single values from above:
COc1ccc(Cc2[nH]n3c(=O)cc(C(C)C)nc3c2-c2ccccc2)cc1 in SRC1 TRFRET art shows 1954
O=C(CSc1ccccc1F)NC1CCS(=O)(=O)C1 (stereo not drawn) in SRC1 TRFRET art shows 1733

Later entries
The line under a structure holds: SRC1 TRFRET art | SRC3 TRFRET art
> Cc1cc(C)cc(NC(=S)NCc2ccc3[nH]c4c(c3c2)CCCC4)c1
    1724 | 1437
> CC(C)(C)NC(=O)NC(=O)Cn1ccsc1=N
    1956 | 1752
> CCCc1cc(-c2nc(-c3ccc(Br)cc3)cs2)ccn1
    1972 | 1623
> O=c1oc2ccccc2cc1-c1cn2ccccc2n1
    1911 | 3228*
> O=C(Cn1c(=O)sc2ccccc21)Nc1ccc(O)cc1
    1880 | 1632
> CCOc1ccc(NC(=O)CSc2nc3c([nH]c4ccccc43)c(=O)n2C)cc1
    1857 | 1715
> CCCNC(=S)Nc1ccc(Cl)cc1C
    1798 | 1545
> COc1ccc(-c2noc(CN(C)Cc3ccc(C)o3)n2)cc1
    1705 | 1546
> COc1ccc(-n2nc(C(=O)NCC(=O)NCC3COc4ccccc4O3)c3ccccc3c2=O)cc1 (stereo not drawn)
    1706 | 1471
> Cc1cc(NC(=O)c2ccc(N3CCCC3)c([N+](=O)[O-])c2)no1
    2142 | 1630
> CC(C)n1nc(C(=O)OCn2nnc3ccccc3c2=O)c2ccccc2c1=O
    1443 | 1395
> CCOC(=O)N1CCC(N2CCCC(C(=O)c3ccc4cc(OC)ccc4c3)C2)CC1 (stereo not drawn)
    1768 | 1687
> COCCCN(CC(=O)Nc1ccc(N2CCOCC2)cc1)S(=O)(=O)c1ccc(C)cc1
    1783 | 1516
> COc1ccc(CNC(=O)CSc2cc(=O)n(C)c3ccccc23)cc1
    2843* | 2050*
> O=C(CSc1nc2ccccc2o1)N1CCCC1
    2072 | 1526
> Cc1ccccc1-n1cc(C(=O)c2cc(Cl)ccc2O)cc(C#N)c1=O
    1861 | 1607
> COc1cccc(/C=N/NC(=O)C(=O)Nc2ccccc2OC(F)(F)C(F)F)c1
    1742 | 1359
> O=C(N/N=C\c1ccc(-c2cccc(Cl)c2)o1)C(=O)NC1CCCC1
    1872 | 1563
> NC(=O)COC(=O)c1ccc(Cl)c(S(=O)(=O)N2CCN(c3ccc(F)cc3)CC2)c1
    1785 | 1562
> CCOC(=O)N1CCC(NC(=O)c2ccc3c(c2)sc2nc(-c4cccc(OC)c4)cn23)CC1
    2138 | 1552
> CN(c1ccc(OCC(=O)NCc2cccnc2)cc1)S(=O)(=O)c1ccc(Cl)cc1
    1863 | 1655
> O=C(CSc1cccc[n+]1[O-])N1CCCCCC1
    1827 | 1389
> Cc1ccc(NC(=O)COC(=O)CN2C(=O)c3ccccc3C2=O)cc1S(=O)(=O)N(C)C
    1972 | 1700
> Cc1ccc(SCc2cc(=O)[nH]c(Nc3nc(C)c4ccccc4n3)n2)cc1
    2012 | 1647
> Cc1ccc(SCC(=O)NC(=O)NCCC(C)C)c(C)c1
    1773 | 1570
> Cc1cnc(C(=O)Oc2c(C)ccc(C)c2C)cn1
    2035 | 1238
> N/C(=N\OC(=O)CCCOc1ccccc1)c1cccc(Br)c1
    1949 | 1815
> CCc1ccc(NC(=O)Cc2c(C(=O)O)n(C)c3ccccc23)cc1
    2007 | 1710
> O=C(Nc1ccccc1-c1nc2ccccc2s1)C1=COCCO1
    1855 | 1541
> O=C(/C(=C(\[O-])c1ccccc1)[n+]1ccc2ccccc2c1)c1ccc(Cl)cc1
    1573 | 1447
